Screening data: PubChem BioAssay, The Scripps Research Institute Molecular Screening Center
PREPL inh = human PREPL enzyme inhibition | Q4J6C6 | recombinant PREPL, fluorescence polarization activity-based probe | inhibition, % at 5.96 µM | actives 0.68% (n = 320,000); in the data active = inhibition above about 43%;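 note: 0% = enzyme with DMSO and 100% = wells lacking enzyme; many of its hits are not listed in these tables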
PAFAH1B3 inh = PAFAH1B3 (human) inhibition; Q15102; AID 492972; recombinant PAFAH1B3, FP-rhodamine probe, fluorescence polarization; inhibition, % at 3.39 µM; actives 0.28% (n = 340,000);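 active = inhibition above the screen-wide average of all tested compounds plus 3 SD, cut at about 25% in these data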;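 note: 0% = enzyme with DMSO only and 100% = wells lacking PAFAH1B3 protein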
Target sequence (Q15102 whole entry, looked up): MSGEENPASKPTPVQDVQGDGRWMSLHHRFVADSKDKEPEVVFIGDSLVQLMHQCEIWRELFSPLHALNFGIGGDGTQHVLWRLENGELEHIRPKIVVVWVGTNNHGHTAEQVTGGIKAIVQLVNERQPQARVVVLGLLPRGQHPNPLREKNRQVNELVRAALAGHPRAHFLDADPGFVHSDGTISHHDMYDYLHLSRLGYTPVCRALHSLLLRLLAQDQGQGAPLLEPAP
EBNA-1 inh = blocks EBNA-1 binding to DNA; EBNA-1 DNA binding, fluorescence polarization; inhibition, % at 14.8 µM; actives 0.34% (n = 300,000); in the data active = inhibition above about 28%
PAFAH2 FP inh = inhibitors of human PAFAH2 | Q99487 | recombinant PAFAH2, FP-rhodamine activity probe, fluorescence polarization | inhibition, % at 3.39 µM | actives 0.99% (n = 340,000) | AID 492956;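 active = inhibition above the mean over all tested compounds plus 3 SD, cut at about 30% in these data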;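 note: inhibitors block probe labeling of enzyme so polarization drops; 0% = enzyme with DMSO and 100% = wells lacking PAFAH2 protein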
PAD4 inh = PAD4 (human) enzyme inhibition | AID 485272 | recombinant PAD4, RCA probe fluorescence polarization | Q9UM07 | actives 0.41% (n = 330,000) | inhibition, % at 6.36 µM;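 active = percent inhibition above a cutoff equal to the mean of all tested compounds plus 3 SD, cut at about 15% in these data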;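 note: 0% = PAD4 with RCA probe and DMSO and 100% = probe without PAD4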
GSTO1 counter = counter-screen for RBBP9 inhibitors: inhibitors of human GSTO1; P78417; recombinant GSTO1, activity-based probe fluorescence polarization; inhibition, % at 5.96 µM; actives 1.1% (n = 300,000); AID 1974;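 active = inhibition above the campaign mean inhibition plus 3 SD, cut at about 35% in these data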;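 note: 0% = GSTO1-1 with DMSO and 100% = wells lacking GSTO1-1 enzyme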
Target sequence (P78417 whole entry, looked up): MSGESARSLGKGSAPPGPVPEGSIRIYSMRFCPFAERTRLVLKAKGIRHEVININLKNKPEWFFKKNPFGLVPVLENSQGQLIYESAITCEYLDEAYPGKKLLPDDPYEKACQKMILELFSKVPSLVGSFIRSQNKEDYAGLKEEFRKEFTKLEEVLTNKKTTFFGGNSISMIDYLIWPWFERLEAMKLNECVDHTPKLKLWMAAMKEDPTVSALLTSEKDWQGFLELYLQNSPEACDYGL
ZTA DNA inh = ZTA (EBV) inhibition in EBNA-1 counter-screen | P03206 | ZTA-DNA binding, fluorescence polarization | inhibition, % at 11 µM | actives 0.15% (n = 320,000) | AID 2234; in the data active = inhibition above about 33%
Target sequence (P03206 whole entry, looked up): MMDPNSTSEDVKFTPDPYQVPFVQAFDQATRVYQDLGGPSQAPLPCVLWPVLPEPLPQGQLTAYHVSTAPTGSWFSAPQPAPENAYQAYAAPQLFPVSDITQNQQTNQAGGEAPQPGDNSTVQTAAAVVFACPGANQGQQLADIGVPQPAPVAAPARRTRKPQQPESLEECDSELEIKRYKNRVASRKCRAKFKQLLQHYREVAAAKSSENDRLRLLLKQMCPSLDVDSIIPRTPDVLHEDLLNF
LYPLA2 counter = counter-screen for PME1 inhibitors: inhibitors of human LYPLA2; actives 0.38% (n = 320,000); O95372; inhibition, % at 5.9 µM; recombinant LYPLA2, FP-Rh probe fluorescence polarization;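 active = inhibition above the screen-wide mean plus 3 SD, limit set per campaign, cut at about 26% in these data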;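 note: 0% = LYPLA2 with DMSO and 100% = wells lacking LYPLA2 enzyme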
Target sequence (O95372 whole entry, looked up): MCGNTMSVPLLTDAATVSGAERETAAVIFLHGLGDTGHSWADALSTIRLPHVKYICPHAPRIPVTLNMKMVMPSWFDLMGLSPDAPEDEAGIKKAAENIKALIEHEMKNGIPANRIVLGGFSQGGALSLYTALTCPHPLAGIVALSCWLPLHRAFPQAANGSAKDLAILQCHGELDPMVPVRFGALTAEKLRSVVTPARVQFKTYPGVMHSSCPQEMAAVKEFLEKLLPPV
LYPLA1 inh = LYPLA1 (human) inhibition in PME1 counter-screen; O75608; recombinant LYPLA1, FP-Rh probe fluorescence polarization; inhibition, % at 5.9 µM; actives 0.16% (n = 320,000); AID 2174;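 active = inhibition above the mean of all tested compounds plus 3 SD, set per campaign, cut at about 14% in these data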;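 note: inhibitors block serine hydrolase probe labeling of LYPLA1 so polarization falls; 0% = enzyme with DMSO and 100% = wells lacking LYPLA1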
Active calls of the source: *; nt = no result given. Not all compounds are listed, so the mix of outcomes need not match the whole.

SMILES	PREPL inh	PAFAH1B3 inh	EBNA-1 inh	PAFAH2 FP inh	PAD4 inh	GSTO1 counter	ZTA DNA inh	LYPLA2 counter	LYPLA1 inh
CCCC[C@@H]1CNC(=O)C(=O)N1CCc1cc(C(F)(F)F)cc(C(F)(F)F)c1	7	3	4	5	0	5	-4	-2	3
O=C(Nc1ccc(F)cc1F)c1ccc2c(c1)OCCO2	19	2	-2	-5	-2	3	-6	-2	-1
C=CCn1c(N)c(S(=O)(=O)c2cccs2)c2nc3ccccc3nc21	-7	6	4	2	-4	4	-12	1	1
Cc1ccc(-c2nnc(NCc3nc4ccccc4[nH]3)c3ccccc23)cc1S(=O)(=O)N1CCCCC1	-1	-13	5	-47	-1	-5	16	-50	-25
Cc1ccc(N2C(=O)N3[C@H]4c5ccccc5OC[C@@H]4[C@@H](c4ccccc4)[C@@]3(C)C2=O)cc1	-3	4	13	6	-26	-2	-8	-1	-4
O=C(CSc1ccc(Cl)cc1)Nc1ccc(N2CCN(c3ccccc3)CC2)c(F)c1	8	8	-7	3	-1	-3	0	6	-2
COc1ccc(C2Nc3ccccc3C(=O)N2C2CCCCC2)cc1 (stereo not drawn)	5	1	-8	-2	-5	-2	8	-4	0
O=c1n(-c2ccccc2)c(=O)n2n1CCCC2	4	4	-16	5	-6	5	-15	2	1
CCOc1c2ccc(C(=O)NCc3ccco3)cc2nn1CCOC	5	1	6	1	-2	4	0	-1	-3
Cc1ccc(S(=O)(=O)N2CCOCC2)c2nsnc12	-3	8	17	8	2	3	12	-1	-1
Cc1cc(C)nc(NC(=O)c2ccc(Br)cc2)n1	7	14	6	-4	3	0	9	8	2
CS(=O)(=O)c1ccc(C(=O)Nc2cc(S(C)(=O)=O)ccc2Cl)cc1	12	7	13	13	-3	0	7	3	-2

Ordered by molecular weight (rising): 4 of the compounds above.
SMILES	PREPL inh	PAFAH1B3 inh	EBNA-1 inh	PAFAH2 FP inh	PAD4 inh	GSTO1 counter	ZTA DNA inh	LYPLA2 counter	LYPLA1 inh
Cc1cc(C)nc(NC(=O)c2ccc(Br)cc2)n1	7	14	6	-4	3	0	9	8	2
COc1ccc(C2Nc3ccccc3C(=O)N2C2CCCCC2)cc1 (stereo not drawn)	5	1	-8	-2	-5	-2	8	-4	0
C=CCn1c(N)c(S(=O)(=O)c2cccs2)c2nc3ccccc3nc21	-7	6	4	2	-4	4	-12	1	1
CS(=O)(=O)c1ccc(C(=O)Nc2cc(S(C)(=O)=O)ccc2Cl)cc1	12	7	13	13	-3	0	7	3	-2

Another view of some results above.
Order of results – PREPL inh	PAFAH1B3 inh	EBNA-1 inh	PAFAH2 FP inh	PAD4 inh	GSTO1 counter	ZTA DNA inh	LYPLA2 counter	LYPLA1 inh
- Cc1ccc(N2C(=O)N3[C@H]4c5ccccc5OC[C@@H]4[C@@H](c4ccccc4)[C@@]3(C)C2=O)cc1
 : -3	4	13	6	-26	-2	-8	-1	-4
- O=C(Nc1ccc(F)cc1F)c1ccc2c(c1)OCCO2
 : 19	2	-2	-5	-2	3	-6	-2	-1
- CCCC[C@@H]1CNC(=O)C(=O)N1CCc1cc(C(F)(F)F)cc(C(F)(F)F)c1
 : 7	3	4	5	0	5	-4	-2	3

Next structures follow.
SMILES	PREPL inh	PAFAH1B3 inh	EBNA-1 inh	PAFAH2 FP inh	PAD4 inh	GSTO1 counter	ZTA DNA inh	LYPLA2 counter	LYPLA1 inh
Cc1ccccc1-c1noc(-c2ccccc2C(=O)NCc2ccco2)n1	8	9	-6	2	0	-9	8	-3	-1
Nn1c(Cc2cccc3ccccc23)nnc1SCC(=O)NC1CCS(=O)(=O)C1 (stereo not drawn)	-2	6	3	-11	-1	-3	-14	-4	-2
O=C(N/N=C(\CC(=O)c1cccs1)C(F)(F)F)c1cccnc1	-7	3	-5	-3	-3	-16	-3	1	-1
COc1cccc(CN2CCN(C(=O)c3cc(-c4ccncc4)nc4ccc(C)cc34)CC2)c1	-15	3	-1	7	-5	1	-2	3	3
CS(=O)(=O)Nc1ccccc1C(=O)NCC1(N2CCCCC2)CCCCC1	15	2	-9	-6	-8	-7	7	-1	-1
CN(CC(=O)Nc1ccc(F)c(F)c1F)C(=O)c1ccc(=O)[nH]c1	5	4	10	-4	4	1	18	3	3
COc1ccc(-n2c(-c3ccc(Cl)cc3)c[n+]3c2CCCCC3)cc1	17	11	0	-5	2	-2	-8	5	1
Cc1nnc(NC(=O)CSc2nnc(Cc3cccn3C)n2C)s1	-10	-5	2	-2	3	7	-8	1	1
CCn1c(SCc2cc(=O)[nH]c3ccccc23)nnc1C1CC1	10	-1	-10	-6	2	1	-5	-1	1
CC(=O)Oc1ccc(C2(C)CC(C)(C)NC(=S)N2C)c(OC(C)=O)c1 (stereo not drawn)	13	-2	-2	-10	-5	-2	10	5	1
O=C(N/C=C/n1cnc2cc(C(F)(F)F)ccc21)c1ccccc1	24	5	8	-6	4	24	13	-4	-6
C=CCNC(=O)c1ccc(CNS(=O)(=O)c2ccc(NC(C)=O)cc2)cc1	1	0	2	-1	-4	3	10	6	-1

Results in PREPL inh, EBNA-1 inh and LYPLA2 counter (5 entries from above):
SMILES	PREPL inh	EBNA-1 inh	LYPLA2 counter
Cc1nnc(NC(=O)CSc2nnc(Cc3cccn3C)n2C)s1	-10	2	1
CCn1c(SCc2cc(=O)[nH]c3ccccc23)nnc1C1CC1	10	-10	-1
CC(=O)Oc1ccc(C2(C)CC(C)(C)NC(=S)N2C)c(OC(C)=O)c1 (stereo not drawn)	13	-2	5
O=C(N/C=C/n1cnc2cc(C(F)(F)F)ccc21)c1ccccc1	24	8	-4
C=CCNC(=O)c1ccc(CNS(=O)(=O)c2ccc(NC(C)=O)cc2)cc1	1	2	6

Going on with the list:
SMILES	PREPL inh	PAFAH1B3 inh	EBNA-1 inh	PAFAH2 FP inh	PAD4 inh	GSTO1 counter	ZTA DNA inh	LYPLA2 counter	LYPLA1 inh
NC(=O)c1ccccc1NC(=O)CCc1ccccc1	3	4	-14	1	-6	-2	17	-8	-1
Cc1ccc(N2C(=O)C3NN=C(C(=O)OCc4ccccc4)C3C2=O)c(C)c1 (stereo not drawn)	-4	-3	4	3	-4	4	15	3	-1
CCCOc1c(Cl)cc(C(=O)NC)cc1OC	-7	-3	9	4	0	6	5	-2	-2
Cc1ccc(-n2nc3ccc(NC(=S)NC(=O)/C=C/c4ccco4)cc3n2)cc1	12	-8	5	-34	3	-6	-1	-1	-2
COC(=O)c1ccccc1S(=O)(=O)N1CCC(C(=O)NCc2ccco2)CC1	5	3	nt	0	0	nt	10	1	0
COc1ccc(S(=O)(=O)NCCC(=O)OCC(=O)c2ccc[nH]2)cc1[N+](=O)[O-]	5	10	nt	4	4	nt	17	10	-1
CN(/N=C/c1cccnc1)c1cnn(-c2ccc(F)c(Cl)c2)c(=O)c1Cl	0	5	1	0	-3	-1	8	-5	-4
CCN(CC)C(=O)CCCOc1ccc(Cl)cc1Cl	-8	11	-2	2	2	-6	-4	6	1
N#CCN(N=Nc1ccccc1)c1ccccc1	11	5	-5	-3	0	-1	-15	12	0
Cc1ccc(S(=O)(=O)NC2CCCCC2)c2nsnc12	4	5	-1	9	1	5	-12	5	-1
CSCCC(NC=C1C(=O)OC(C)(C)OC1=O)C(=O)O (stereo not drawn)	-1	-1	-8	5	-4	3	7	-8	-2
CC(C)NC(=O)N(C)C[C@H]1Oc2c(cccc2N(C)C)C(=O)N([C@H](C)CO)C[C@@H]1C	14	2	nt	-1	4	nt	nt	nt	nt
Cc1nc(N/C(N)=N/S(=O)(=O)c2ccccc2)nc2ccccc12	-9	5	nt	8	1	nt	nt	nt	nt
O=C(Cn1c(=S)[nH]c2ccccc2c1=O)N1CCN(c2ccccc2)CC1	4	26*	-2	-25	-1	8	-3	2	-1
Cc1cc(C(=O)Nc2nncs2)oc1C	9	4	-3	1	1	-2	-10	-2	0
Cc1ccc(C2CC2c2n[nH]c(=S)n2-c2cccc(Cl)c2)cc1 (stereo not drawn)	-1	-2	1	0	8	-2	8	-1	1
COC(=O)c1cc(C(=O)OC)cc(S(=O)(=O)Nc2ccc(Cl)c(N)c2)c1	2	9	-5	0	-10	4	1	2	2
COc1ccc(S(=O)(=O)N2CCC(C(=O)N3CCCC3)CC2)cc1Cl	14	-1	-2	3	0	5	-1	8	3
CCN(CC)S(=O)(=O)c1ccc(C(=O)N2CCN(CCN3C(=O)c4cccc5cccc(c45)C3=O)CC2)cc1	1	nt	-9	nt	0	5	8	14	-1
CC(C)CC(NS(=O)(=O)c1ccc2[nH]c(=O)c(=O)[nH]c2c1)C(=O)O (stereo not drawn)	-6	2	-28	-3	0	9	-5	-3	0
O=C(Nc1cc(Cl)cc(Cl)c1)C1CC(=O)N(C2CCCC2)C1 (stereo not drawn)	-6	12	2	3	-4	5	-2	0	-3
COc1ccc(C2(c3ccc(OC)cc3)NC(=O)N(CC(=O)Nc3ccccc3)C2=O)cc1	-14	2	-3	-4	-1	-8	-5	-7	-9
Cc1[nH]nc2c1C(c1ccc(O)cc1)C1=C(CC(C)(C)CC1=O)N2 (stereo not drawn)	16	12	-14	2	1	0	2	-2	0
COc1ccc(CCNC(=O)CCCCCn2c(SCC(N)=O)nc3cc4c(cc3c2=O)OCO4)cc1OC	0	-1	0	5	-2	-8	1	2	0
COc1ccccc1N(CC(=O)N(C)Cc1ccccc1)S(=O)(=O)c1cccs1	2	-1	nt	9	3	nt	10	6	3
O=C(CC1C(=O)NCCN1CC1CCCCC1)NCc1ccccc1Cl (stereo not drawn)	14	7	-8	3	-2	-3	-5	0	0
COc1ccc(S(=O)(=O)NC(C)C(=O)NCc2ccncc2)cc1OC (stereo not drawn)	-1	0	3	-3	1	3	11	-4	-5
COc1ccc(C(=O)CC(=O)C(=O)Nc2ccc(C)c(Cl)c2)cc1	7	3	-13	-7	0	1	8	-1	-1
COc1ccc(C(=O)CN2CCN(c3ccc(F)cc3)CC2)cc1	-1	11	6	6	-5	-2	-13	4	-1
Cc1occc1C(=O)N1CCCC(CO)(Cc2ccc(F)cc2F)C1 (stereo not drawn)	7	2	-6	-1	0	4	-7	-4	-4
CCCNS(=O)(=O)c1ccc(OCC(=O)N2CCOCC2)cc1	2	4	14	1	0	-3	4	6	-3
CC1CCCN(c2nc3c(c(=O)[nH]c(=O)n3C)n2CCSc2nc3ccccc3o2)C1 (stereo not drawn)	5	5	9	8	-2	-3	7	-1	2
O=C(C(=O)N1CC=C(c2ccccc2)CC1)c1c[nH]c2ccccc12	-17	-3	2	-3	-3	-3	-7	1	-6
COc1ccc(NC(=O)c2cccc([N+](=O)[O-])c2)cc1	-3	16	-3	7	-7	-3	-13	-6	0
COc1ccc(NS(=O)(=O)c2cc(NC(=O)c3ccccc3)ccc2N2CCOCC2)cc1	5	8	nt	5	-2	nt	nt	nt	nt
CCOc1ccc(NC(=O)NCc2ccccn2)cc1	7	8	1	-2	1	4	-7	-5	-1
Cc1ccc(S(=O)(=O)c2c(N)n(CCCN(C)C)c3nc4ccccc4nc23)cc1	-3	13	-1	4	1	-8	3	-1	2
